# Screening data: PubChem, several laboratories
# Diaphorase inh – diaphorase inhibition or chemical oxidation counter-screen. diaphorase resazurin-to-resorufin fluorescence, NADH, 16 min; bacterial (C. kluyveri) enzyme, not human. actives 0.69% (n = 190,000). inhibition, % at 20 µM. AID 1217;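 active = primary screen inhibition at 20 µM above a set limit, cut at about 50% in these data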;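 note: plate controls were DMSO with full reaction for no effect and wells lacking NADH for full effect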
#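 Test system: diaphorase enzyme from Clostridium kluyveri; amount: diaphorase at 0.14 U/mL in enzyme working solution; detection: fluorescence of resorufin formed from resazurin, Ex 544/Em 590 nm; times: reaction incubation of 16 min at room temperature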
# PMI activator – increases human mannose-6-phosphate isomerase activity; AID 1214; actives 0.005% (n = 190,000); P34949; purified human PMI, coupled resazurin fluorescence, 20 min; active compounds read high; 1 = vehicle control, 0 substrate-free wells; activation factor at 20 µM;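 active = activation factor of 2 or more at 20 µM, relative to plate controls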
# Target sequence (P34949 whole entry, looked up): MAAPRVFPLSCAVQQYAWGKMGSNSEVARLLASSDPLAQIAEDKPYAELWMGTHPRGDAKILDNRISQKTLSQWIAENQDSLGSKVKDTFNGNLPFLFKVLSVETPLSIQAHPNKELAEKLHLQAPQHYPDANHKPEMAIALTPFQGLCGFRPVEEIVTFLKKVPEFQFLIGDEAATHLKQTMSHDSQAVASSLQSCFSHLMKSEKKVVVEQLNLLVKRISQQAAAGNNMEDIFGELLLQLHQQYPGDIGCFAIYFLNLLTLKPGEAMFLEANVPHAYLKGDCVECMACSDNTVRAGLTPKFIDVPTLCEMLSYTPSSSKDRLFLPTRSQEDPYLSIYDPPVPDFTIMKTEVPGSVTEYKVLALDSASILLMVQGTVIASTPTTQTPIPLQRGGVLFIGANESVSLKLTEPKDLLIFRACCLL
# bIAP inhibitor – intestinal alkaline phosphatase (bovine) inhibition; purified bovine IAP, CDP-star luminescence, 30 min; inhibition, % at 20 µM; 190,000 tested, under 10 active; AID 1019;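 active = over 50% inhibition of intestinal alkaline phosphatase at 20 µM in the single-dose screen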
#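 Assay system – bovine IAP enzyme · Quantity – bovine IAP at 1/65,000,000 final dilution · Detection – CDP-star luminescence signal · Times – 30 min reaction at room temperature · Also added – CDP-star substrate at 30 µM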
# PMI act satM6P – increases human PMI activity with near-saturating mannose 6-phosphate; coupled PMI enzyme assay, resazurin fluorescence, 20 min; active compounds read high; 1 = untreated enzyme, 0 = substrate-free blank; activation factor at 20 µM; actives 0.34% (n = 190,000);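 active = activation factor of 2 or more at 20 µM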
#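 test system = human PMI in coupled enzyme assay | medium = HEPES-buffered pH 7.4 with magnesium and detergent | also added = 1.0 mM mannose-6-phosphate substrate with 0.22 mM NADP+ | compound = 20 µM single dose | times = 20 min incubation at room temperature | measured by = resorufin fluorescence (Ex 544/Em 590 nm) from resazurin via diaphorase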
# Lmaj promast – inhibitors of Leishmania major promastigote growth. AID 1063. Leishmania major promastigotes, resazurin fluorescence viability. inhibition, % at 10 µM. actives 9% (n = 200,000); in the data active = inhibition above about 50%;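 note: promastigotes grown with compound for 44 hours at 28 °C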
# TNAP act hiacc – TNAP (human) activation, high acceptor; P05186; purified TNAP, CDP-star luminescence, 1 M DEA, 30 min; active compounds read high; 0 = EDTA background, 1 = DMSO-only activity; activation factor at 20 µM; 200,000 tested, under 10 active; AID 1136;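 active = activation factor at least 2 at 20 µM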
# Target sequence (P05186 whole entry, looked up): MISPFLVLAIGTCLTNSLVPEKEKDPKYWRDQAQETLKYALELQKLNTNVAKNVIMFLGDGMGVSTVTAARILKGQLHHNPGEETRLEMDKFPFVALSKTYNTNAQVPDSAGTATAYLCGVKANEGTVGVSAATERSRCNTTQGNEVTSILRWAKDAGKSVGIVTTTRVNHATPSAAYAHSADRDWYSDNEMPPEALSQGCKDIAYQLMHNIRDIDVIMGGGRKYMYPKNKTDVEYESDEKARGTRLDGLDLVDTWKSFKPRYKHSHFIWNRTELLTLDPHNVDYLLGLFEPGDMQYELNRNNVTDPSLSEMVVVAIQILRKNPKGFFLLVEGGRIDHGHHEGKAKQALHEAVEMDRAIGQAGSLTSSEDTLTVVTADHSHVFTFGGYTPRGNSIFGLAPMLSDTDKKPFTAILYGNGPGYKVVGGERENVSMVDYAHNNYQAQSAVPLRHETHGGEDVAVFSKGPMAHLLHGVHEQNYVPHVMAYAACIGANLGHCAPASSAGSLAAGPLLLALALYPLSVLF
#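 Assay system: human TNAP; Input: enzyme diluted 1/800 final; Reagent: CDP-star luminogenic substrate at 100 µM final; Timing: 30 min, room temperature; Signal: luminescence; Evaluation: TNAP activation factor scaled between EDTA and DMSO control wells.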
# Diaph act CS – counter-screen for diaphorase-based assays: diaphorase activators and chemical reducers; Diaphorase/resazurin coupled assay, resorufin fluorescence, 16 min; active compounds read high; 1 = vehicle wells, 0 = NADH-free wells; activation factor at 20 µM; actives 0.005% (n = 190,000);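 active = diaphorase activity raised at least twofold by the compound at 20 µM; inactive = activation factor below 2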
#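 Measured by – red resorufin fluorescence at 544/590 nm excitation/emission · Test system – Clostridium kluyveri diaphorase, purified enzyme · Incubation – reaction time 16 min, room temperature · Buffer or medium – 50 mM HEPES pH 7.4 with 4.542 mM MgCl2, 0.005% Tween 20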
# TNAP inh hiacc – TNAP (human) inhibition, high acceptor | inhibition, % at 20 µM | AID 1135 | actives 0.03% (n = 200,000) | purified TNAP, CDP-star luminescence, 1 M DEA;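 active = over 50% inhibition of tissue-nonspecific alkaline phosphatase at 20 µM in the single-dose screen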;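 note: plate controls were DMSO wells for no effect and EDTA-quenched wells as full inhibition for full effect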
# TNAP inh noacc – TNAP (human) inhibition, acceptor-free conditions; purified TNAP, CDP-star luminescence, 30 min; inhibition, % at 20 µM; actives 0.26% (n = 200,000);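 active = tissue-nonspecific alkaline phosphatase inhibition above about 50% at 20 µM in the single-dose screen, limit read from the data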;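 note: 0% = DMSO negative control and 100% = EDTA positive control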
# bIAP act – intestinal alkaline phosphatase (bovine) activation; purified bovine IAP, CDP-star luminescence, 30 min; active compounds read high; fold of DMSO-control signal, blank-subtracted; activation factor at 20 µM; actives 0.17% (n = 200,000);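 active = activation factor of 2 or more at 20 µM, a signal rise over negative controls twice the positive control's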
# * = called active by the depositor; . = not tested or not shown.
entry	Compound	Diaphorase inh	PMI activator	bIAP inhibitor	PMI act satM6P	Lmaj promast
1	CCOC(=O)c1c(C)n(Cc2ccccc2)c2ccc(OCC(O)Cn3nc(C)nc3C)cc12 (stereo not given)	25	0.8	-9	0.9	12
2	O=C(CCCN1CCC2(CC1)C(=O)NCN2c1ccccc1)c1ccc(F)cc1	4	1	10	1.1	1
3	COc1ccc(-n2c(=O)[nH]c3ccccc3c2=O)cc1	11	1	5	1	-3
4	Cn1c(O)c(C=Nc2ccc3c(c2)CCC3)c(=O)n(C)c1=O	8	1	-1	0.9	.
5	Fc1ccc(CCNCc2ccccc2Cl)cc1	6	1.1	8	1	5
6	CN(C)C(=O)Oc1ccc(OC(=O)N(C)C)cc1	9	1.1	8	1.1	1
7	O=[N+]([O-])c1ccc(N2CCNCC2)cc1NC1CC1	15	0.9	28	0.8	0
8	CCOCCc1c(O)[nH]c(=S)[nH]c1=O	.	.	-11	.	-2
9	O=P(Nc1ccccc1Cl)(c1ccccc1)c1nc2c(s1)CCCC2 (stereo not given)	3	1	-10	1	25
10	Cc1cccc(OP(=O)(NCc2ccccc2)Oc2cccc(C)c2)c1	19	0.9	7	0.9	8
11	O=C(NCCCn1ccnc1)C(Cl)(Cl)Cl	2	1	22	1	-2
12	COc1ccc(-n2c(/C=C3\C(=O)Nc4ccccc43)nc3ccccc3c2=O)cc1	-7	1	2	1.1	23

entry	TNAP act hiacc	Diaph act CS	TNAP inh hiacc	TNAP inh noacc	bIAP act
1	1	0.8	-3	4	1.1
2	1	1	-3	5	0.9
3	1	0.9	4	-3	0.9
4	1	0.9	-4	-10	1
5	1	0.9	-3	-19	0.9
6	1.1	0.9	-8	-1	0.9
7	0.8	0.8	15	14	0.7
8	1	.	0	-16	1.1
9	1	1	-2	-7	1.1
10	1	0.8	-1	-14	0.9
11	1	1	-4	-11	0.8
12	0.9	1.1	9	4	1

entry	Compound	Diaphorase inh	PMI activator	bIAP inhibitor	PMI act satM6P	Lmaj promast
13	CCN1C(=O)C(=C/C=C/c2ccco2)C(=O)N(CC)C1=S	24	0.8	4	0.8	-1
14	COc1ccc(-n2c(O)c(/C=C/C=Nc3ccccc3)c(=O)[nH]c2=O)cc1	11	1.2	10	1.2	49
15	Cc1cccc(-n2c(C)nc3ccccc3c2=O)c1C	7	1	5	1.1	-4
16	CC(=O)N1CCCSC1=Nc1ccccc1	8	0.9	-7	0.9	70*
17	O=c1cc(CN2CC=C(c3ccccc3)CC2)c2c(ccc3ccccc32)o1	8	0.9	3	0.9	14
18	O=C(Cn1c(=S)[nH]c2ccccc2c1=O)N1CCC2(CC1)OCCO2	18	1	-5	1.1	-9
19	CN(C)c1ccc(NC(=O)CN2C(=O)CN=C(c3ccccc3)c3ccccc32)cc1	12	1	-4	0.9	0
20	CCP(=S)(CC)c1ccc(N(C)C)cc1	-3	1.1	-2	1	3
21	COc1nc2ccccc2c(=O)n1-c1ccc(C)cc1	17	1	17	0.9	-4
22	Cc1cc(OC(=O)c2ccco2)c2c3c(c(=O)oc2c1)CCCC3	16	1	8	1	10
23	Cc1cc(/C=C2\C(=O)NC(=O)N(c3cccc(Br)c3)C2=O)c(C)n1C	7	1.2	9	1.3	45
24	O=C(CCn1nc(-c2ccc(Cl)cc2)ccc1=O)N1CCC2(CC1)OCCO2	-2	1.1	8	1.1	3

entry	TNAP act hiacc	Diaph act CS	TNAP inh hiacc	TNAP inh noacc	bIAP act
13	1	0.8	4	-6	1
14	0.8	0.9	21	16	0.9
15	1.1	0.9	-6	-11	1
16	1	0.9	2	-4	1.1
17	1	0.9	2	-5	1
18	1	0.8	-5	-12	1.1
19	1	0.9	-4	-10	1
20	1	1	-4	-6	1
21	1.1	0.8	-8	-14	0.8
22	1.1	0.8	-9	-14	0.9
23	1	0.9	3	4	0.9
24	1	1	-2	-1	0.9

entry	Compound	Diaphorase inh	PMI activator	bIAP inhibitor	PMI act satM6P	Lmaj promast
25	S=C1Nc2ccccc2Sc2ccccc21	18	1.2	5	1.1	7
26	O=C(CSC1c2ccccc2-c2ccccc21)N/N=C/c1ccc(C(=O)O)cc1	8	1.1	-16	1.1	-2
27	O=C(c1ccc2c3c(cccc13)CC2)C1CCCN(Cc2ncc[nH]2)C1 (stereo not given)	-2	0.9	-20	1	48
28	C=CCn1c(O)c(/C=N/NC(=O)CCCC)c(=O)[nH]c1=S	40	0.8	-24	0.8	-5
29	Cc1cc(C)cc(NC(=S)NC2CC3CCCC(C2)N3Cc2cccs2)c1 (stereo not given)	14	1	-201	0.9	87*
30	CCN(CC)P(=O)(c1nccn1C)N(CC)CC	1	1.1	-12	1	-2
31	CN1CCN(C(=O)COc2ccc(N(C)S(=O)(=O)c3ccc(F)cc3)cc2)CC1	11	1.1	6	1	8
32	COc1cccc(NP(=O)(Oc2ccccc2)Oc2ccccc2)c1	27	0.8	-10	0.9	22
33	Cn1c(=O)c2c(nc(N/N=C/c3c(O)n(-c4ccccc4)c(=S)[nH]c3=O)n2C)n(C)c1=O	32	0.8	12	0.8	-14
34	Cc1ccc(N2C(=O)/C(=C/c3ccc(CN(CCC#N)S(C)(=O)=O)o3)C(=O)NC2=S)cc1	17	1.3	-1	1.6	-3
35	O=C(c1ccco1)c1cn(Cc2ccccc2)c2ccccc12	14	0.9	.	1	5
36	CCCCSP1(=S)NCCCO1 (stereo not given)	19	1	16	1	-4

entry	TNAP act hiacc	Diaph act CS	TNAP inh hiacc	TNAP inh noacc	bIAP act
25	1	0.8	0	-11	1
26	1	0.9	-4	-6	1.2
27	1	1	-5	-9	1.2
28	1	0.6	-4	49	1.2
29	1	0.9	-5	-92	3*
30	1	1	1	1	1.1
31	1.1	0.9	-8	-14	0.9
32	1	0.7	1	-8	1.1
33	0.9	0.7	9	26	0.9
34	0.9	0.8	6	7	1
35	1	0.9	-5	32	0.3
36	1	0.8	-3	-4	0.8

entry	Compound	Diaphorase inh	PMI activator	bIAP inhibitor	PMI act satM6P	Lmaj promast
37	COc1cc(OC)cc(C(=O)Nc2ccc(Br)cc2C(=O)c2ccccc2)c1	8	1	-37	1	3
38	C=COCCn1c(C)c(C(C)=O)c2cc(O)ccc21	10	1	-5	0.8	-4
39	CC12CN3CN(C1)CC(c1ccccc1)(C3)C2=O	15	0.9	-2	0.8	-3
40	CCOC(=O)c1c(C)n(Cc2ccccc2)c2ccc(OCC(O)CN3C(=O)CNC3=O)cc12 (stereo not given)	30	0.4	4	0.9	3
41	NC(=S)N/N=C/c1coc2ccccc2c1=O	26	0.8	-28	0.9	-8
42	Cc1ccc(CN2CCN(Cc3ccccc3F)CC2)cc1	18	1	-1	1	-3
43	Cc1ccccc1C1=NCC(=O)N(CC(=O)N2CCCCC2)c2sc(C)c(C)c21	13	0.9	7	0.9	-6
44	Clc1cccc(N2CCNCC2)n1	20	0.9	5	0.9	-3
45	CC(C)(C)c1nc(NCc2ccc3c(c2)OCO3)c2nnn(Cc3ccccc3Cl)c2n1	3	0.9	16	1	-8
46	Cc1c(C(=O)N2CCC3(CC2)OCCO3)oc2ccccc12	10	0.9	11	0.9	-4
47	CCc1ccc(CN2CCN(Cc3cc(Br)ccc3O)CC2)cc1	15	1.2	32	1.2	81*
48	C=CCN1C(=O)NC(=O)/C(=C/c2ccc(N(C)C)c(Br)c2)C1=O	28	1.1	-14	1.1	-2

entry	TNAP act hiacc	Diaph act CS	TNAP inh hiacc	TNAP inh noacc	bIAP act
37	1	0.9	1	-4	1.4
38	1	0.9	-2	-4	1
39	1	0.9	-1	-6	1
40	1	0.7	-5	-1	1
41	1	0.7	0	21	1.3
42	1.1	0.8	-5	-14	1
43	1	0.9	-4	-12	0.9
44	1.1	0.8	-8	4	0.9
45	1	1	1	-4	0.8
46	1	0.9	-2	-9	0.9
47	1	0.8	-2	-8	0.7
48	1	0.7	1	-1	1.1

entry	Compound	Diaphorase inh	PMI activator	bIAP inhibitor	PMI act satM6P	Lmaj promast
49	O=[N+]([O-])c1cc(F)c(N2CCCCCC2)cc1N1CCNCC1	8	1	30	0.8	101*
50	COc1ccc(C2SCC(=O)Nc3c2c(C)nn3C2CCOC(C)(C)C2)cc1 (stereo not given)	8	0.9	6	0.9	-1
51	CSc1ccccc1C(=O)C1CCCN(Cc2ccn[nH]2)C1 (stereo not given)	11	0.9	-2	1	-3
52	CCCCOP(=O)(CN1CCOCC1)OCCCC	10	1.1	16	1	-7
53	CCN(CC)C(=O)c1ccc(NC(=O)COc2ccccc2F)cc1	6	0.9	2	0.9	-6
54	COc1ccc(CC2(CCc3ccncc3)C(=O)NC(=O)NC2=O)cc1OC	28	1	4	0.9	-3
55	O=C(c1cc(C(=O)NCc2ccccc2)c(=O)n(Cc2ccccc2)c1)c1cc(Br)ccc1O	2	0.9	-8	1.1	99*
56	CN(C)CCN=Cc1c(O)n(C2CCCCCC2)c(=O)[nH]c1=O	14	1	-17	1	-1
57	Cc1nnc2n1-c1ccc(Cl)cc1C(c1ccccc1)=NC2	16	0.9	5	0.9	.

entry	TNAP act hiacc	Diaph act CS	TNAP inh hiacc	TNAP inh noacc	bIAP act
49	0.8	0.9	17	21	0.7
50	1	0.9	1	-7	0.9
51	1	0.9	-2	-6	1
52	1.1	0.9	-8	-2	0.8
53	1.1	0.9	-6	-6	1
54	1.1	0.7	-6	2	1
55	1	1	0	-3	1.1
56	1	0.9	0	-1	1.2
57	1	0.8	1	-4	1

# Compounds 51 to 55 from above:
entry	Compound	Diaphorase inh	PMI activator	bIAP inhibitor	PMI act satM6P	Lmaj promast
51	CSc1ccccc1C(=O)C1CCCN(Cc2ccn[nH]2)C1 (stereo not given)	11	0.9	-2	1	-3
52	CCCCOP(=O)(CN1CCOCC1)OCCCC	10	1.1	16	1	-7
53	CCN(CC)C(=O)c1ccc(NC(=O)COc2ccccc2F)cc1	6	0.9	2	0.9	-6
54	COc1ccc(CC2(CCc3ccncc3)C(=O)NC(=O)NC2=O)cc1OC	28	1	4	0.9	-3
55	O=C(c1cc(C(=O)NCc2ccccc2)c(=O)n(Cc2ccccc2)c1)c1cc(Br)ccc1O	2	0.9	-8	1.1	99*

entry	TNAP act hiacc	Diaph act CS	TNAP inh hiacc	TNAP inh noacc	bIAP act
51	1	0.9	-2	-6	1
52	1.1	0.9	-8	-2	0.8
53	1.1	0.9	-6	-6	1
54	1.1	0.7	-6	2	1
55	1	1	0	-3	1.1

# These rows are one share of the data. The share of hits here may be higher or lower than overall.
